PNC assembly inh – High Content Assay for Compounds that inhibit the Assembly of the Perinucleolar Compartment. PC3M PTB-GFP, PNC prevalence imaging, 16 h; active compounds read low. activity change (PNC), negative = inhibition, % at 10 µM. hit rate 3.1% among 140,000. AID 2417, 2010;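 active means readout at or below -70, meaning at least 70% loss of cells showing the perinucleolar compartment, a nuclear body marking cancer cells; inconclusive means readout between -30 and a set limit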;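 further: plate controls were DMSO wells for no effect and camptothecin positive control wells for full effect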
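Compounds are pinned in duplicate onto adhered PC3M cells stably expressing GFP-tagged PTB and incubated 16 h at 37 C. Cells are then fixed, nuclei stained with Hoechst, and PNC-positive cells counted.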
ALOX12 inhib – qHTS Assay for Inhibitors of 12-hLO (12-human lipoxygenase); purified 12-hLO, xylenol orange hydroperoxide absorbance; Potency, µM (top dose mostly 57.1 µM), inactives show top-dose activity change, negative = inhibition, most hits filed as inhibitors; hit rate 0.12% among 150,000; AID 1452, 2008; further: potency means the concentration at half of the fitted maximal effect; nearly all actives have a fitted effect of over 55% in size; many of its hits are not listed in these tables
Target sequence (P18054 whole entry, looked up): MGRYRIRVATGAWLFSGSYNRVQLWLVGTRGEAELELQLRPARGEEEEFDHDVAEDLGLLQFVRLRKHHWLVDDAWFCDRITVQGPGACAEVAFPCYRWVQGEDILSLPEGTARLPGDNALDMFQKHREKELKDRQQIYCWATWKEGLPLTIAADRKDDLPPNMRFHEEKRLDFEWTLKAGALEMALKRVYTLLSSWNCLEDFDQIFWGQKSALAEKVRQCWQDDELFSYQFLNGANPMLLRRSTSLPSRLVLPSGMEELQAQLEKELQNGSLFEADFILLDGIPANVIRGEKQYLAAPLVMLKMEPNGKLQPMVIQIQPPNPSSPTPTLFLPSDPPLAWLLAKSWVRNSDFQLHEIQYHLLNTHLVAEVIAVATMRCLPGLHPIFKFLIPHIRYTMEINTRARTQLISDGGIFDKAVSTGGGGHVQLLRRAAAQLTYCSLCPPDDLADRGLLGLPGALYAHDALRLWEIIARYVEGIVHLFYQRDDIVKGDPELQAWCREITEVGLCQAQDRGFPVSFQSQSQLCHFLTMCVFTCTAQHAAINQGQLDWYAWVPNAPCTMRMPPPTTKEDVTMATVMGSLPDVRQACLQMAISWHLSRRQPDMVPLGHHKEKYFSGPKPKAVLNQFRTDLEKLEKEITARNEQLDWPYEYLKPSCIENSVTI
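Hydroperoxide output read as Fe(III)-xylenol orange absorbance, 573-to-405 nm ratio, after 30 min reaction with 40 uM arachidonic acid. Enzyme: 150 nM purified human 12hLO, 15 min compound preincubation; 25 mM Hepes pH 7.0, room temperature.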
ALOX15B inhib – qHTS Assay for Inhibitors of 15-hLO-2 (15-human lipoxygenase 2); Polyunsaturated fatty acid lipoxygenase ALOX15B (Homo sapiens), O15296; purified 15hLO-2, xylenol orange hydroperoxide absorbance; Potency, µM (top dose mostly 57.1 µM), inactives show top-dose activity change, negative = inhibition, usual class: inhibitors; hit rate 0.56% among 110,000; AID 881, 2007; further: potency means the concentration at half of the fitted maximal effect; nearly all actives have a fitted effect of over 60% in size; many of its hits are not listed in these tables
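Purified human 15hLO-2 (50 nM) preincubated 15 min with compound, then 45 uM arachidonic acid for 90 min at RT in 25 mM Hepes pH 7.5, 0.01% Triton X-100. Hydroperoxide detected by Fe-xylenol orange; 573/405 nm absorbance ratio.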
IMPase cell inh – qHTS Assay for Identifying the Cell-Membrane Permeable IMPase Inhibitors | 120,000 tested, under 10 active | CHO-M1 cells, IP1 accumulation, HTRF TR-FRET ratio | inhibition (IP1 accumulation), % at 46.1 µM; active means well fitted curve in the direction sought with a large enough effect in the signal ratio, not every such curve was filed as active; inconclusive means small, poorly fitted or top-dose-only effect, or a change in a side signal; inactive means no such curve, though single readings can be large or run the other way; the % refers to the signal ratio;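 further: cells stimulated with carbachol in lithium chloride buffer; plate controls were DMSO basal wells for no effect and reference inhibitor wells for full effect; higher means more IMPase inhibition seen as more IP1 and lower FRET ratio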
Target sequence (P97697 whole entry, looked up): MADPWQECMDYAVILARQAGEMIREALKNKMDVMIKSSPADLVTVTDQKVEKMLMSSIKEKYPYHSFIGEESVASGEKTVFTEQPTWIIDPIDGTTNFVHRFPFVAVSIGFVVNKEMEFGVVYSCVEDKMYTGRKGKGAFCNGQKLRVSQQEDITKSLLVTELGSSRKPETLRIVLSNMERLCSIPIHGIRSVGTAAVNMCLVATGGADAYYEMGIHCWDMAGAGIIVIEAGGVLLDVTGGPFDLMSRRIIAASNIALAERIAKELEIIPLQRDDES
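Elevated IP1 in lysates lowers TR-FRET signal (665/620 ratio and 620 channel reported). Cells were CHO-M1, given carbachol (50 uM as added) plus 50mM LiCl, pH 7.4, 30 min, 37C; compounds titrated up to 46 uM; AC50 by Hill equation.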
Numbers without * were called inactive; u = inconclusive; x = no result given; [ ] = dose if it differs, or a comment. Unless noted, the call rests on the fitted dose curve; in most records, active means well fitted curve in the direction sought with a large enough effect; inconclusive means small, poorly fitted or top-dose-only effect, or another doubt; inactive means no such curve, though single readings can be large; an effect the other way counts as inactive or inconclusive. Unless noted, on the % scale 0 is the no-effect control and ±100 the full control effect.

IMPase cell inh	PNC assembly inh	ALOX15B inhib	ALOX12 inhib	SMILES
2	-23	12%	-6%	Cc1cc(C(=O)N/N=C/c2ccccc2Br)no1
5	u	0%	1%	COc1ccc(Cl)cc1C(=O)NNC(=O)c1cccnc1
7	u	-5%	-5%	CC(=O)N1N=C(c2ccncc2)OC12CCCC2
-6	60	-5%	10%	COC(=O)CSc1nnc(-c2ccc3c(c2)OCO3)n1C
0	u	-9%	-19%	COc1ccc(C(=O)n2nc(-c3ccccc3)nc2N)cc1OC
0	-14	11%	4%	COc1ccc2cc3cc(C(=O)NCc4ccccn4)oc3nc2c1
1	u	1%	5%	CCc1nnc(NC(=O)c2ccc(S(=O)(=O)N(CCOC)CCOC)cc2)s1
u	u	-6%	-3%	COCCCNC(=O)CNC(=S)N(Cc1ccc(F)cc1)C1CCCCC1
3	43	11%	-7%	O=C(CSc1n[nH]c(-c2ccc(Cl)cc2Cl)n1)Nc1ccccn1
x	u	x	1%	O=C(COC(=O)CCCNC(=O)c1ccc(Cl)cc1)Nc1ccc(Br)cc1
4	u	4%	-10%	CCC(=O)Oc1ccc(-c2nc(-c3cccnc3)no2)cc1
x	-17	x	2%	N#CCCn1cc(C(=O)O)c(-c2cc3ccccc3o2)n1
x	u	x	1%	CCC12OC(=N)C(C#N)(C1C)C(C#N)(C#N)C(c1ccccc1)O2 (stereo not drawn)
x	29	x	3%	COc1ccc(/C(N)=N/OC(=O)Cc2cccs2)cc1OC
x	60	x	-3%	O=C(NCC#CCOCc1ccccc1)c1ccccc1
x	x	6%[0.0915 µM]	-2%[0.00818 µM]	Cc1ccc(S(=O)(=O)N2CCC(=O)N([C@H](COCc3ccc(Cl)cc3)Cc3ccccc3)CC2)cc1
3	24	-2%	-5%	CC1=C(C#N)C2C(/C1=N/O)C2(C)C (stereo not drawn)
1	-8	-6%	3%	CCCCn1nnnc1SCC(=O)N1CCN(C(=O)c2ccco2)CC1
3	-10	x	-10%	CC(=O)Nc1ccc(N2C(=O)CC(N3CCN(Cc4ccc5c(c4)OCO5)CC3)C2=O)cc1 (stereo not drawn)
4	-5	2%	-23%	CCOc1ccc(C2OC34CCCCC3C(C#N)(C#N)C2(C#N)C(=N)O4)cc1OC (stereo not drawn)
14	-18	x	-1%	O=c1c([N+](=O)[O-])cc(C(F)(F)F)cn1Cc1cccc(Cl)c1
x	u	x	u	CCSC1=NSC2=NC(=O)/C(=C\c3coc4ccccc4c3=O)C(=N)N12
3	-20	u	-11%	O=c1c2ccccc2c(C=Nc2cccc(O)c2)c(O)n1-c1ccc2c(c1)OCO2
5	69	0%	-9%	Cc1ccc(C(=O)NCc2ccc(N3CCN(C(=O)OC(C)(C)C)CC3)cc2)cc1
3	-18	-5%	-4%	O=C(Nc1nnc(C2CC2)s1)c1ccc(S(=O)(=O)c2ccccc2)cc1
2	x	5%	-2%	C=CC(C)(O)CCC=C(C)C (stereo not drawn)
x	u	x	3%	Cc1ccc(NC(=S)N(CCCN2CCOCC2)Cc2ccccn2)cc1Cl
x	-8	x	-18%	C=CCn1c(-c2oc3nc(-c4ccccc4)cc(-c4ccccc4)c3c2N)n[nH]c1=S
4	41	x	4%	CCN(CCO)c1cc(Cl)nc(SC)n1
-8	44	x	6%	COc1cccc(NC(=O)c2ccn(C)n2)c1
-11	u	4%	0%	CCCCNC(=O)OCCNC(=O)Oc1cccc(C)c1
15	74	-3%	-6%	COc1ccc(S(=O)(=O)Nc2ccc(C)cc2)cc1OC
-5	41	7%	-3%	Cc1ccc(S(=O)(=O)/N=C(/Nc2c(C)n(C)n(-c3ccccc3)c2=O)c2ccc(Cl)cc2)cc1
x	20	x	-1%	O=C(/C=C\c1cn(-c2ccccc2)nc1-c1ccccc1)Nc1nccs1
x	x	-2%[11.4 µM]	2%[11.4 µM]	O=C(Cn1ccc(=O)[nH]c1=O)Nc1ccc(C(=O)O)c(O)c1
0	0	8%	2%	Cc1cccc(NC2=NC(C)(C)N=C(N)N2)c1C
x	110	x	0%	C/C(=N/Nc1cc(-c2ccccc2)nc(-c2ccccc2)n1)c1ccc(O)cc1
x	25	x	17%	C/C(CC(=O)Nc1cccnc1)=N\NC(=O)c1ccc([N+](=O)[O-])c(Cl)c1
1	u	-8%	3%	CSc1nc(C2CC2)cc(-c2cccs2)c1C#N
-7	-14	-7%	-1%	CC(=O)/C(=C/N(C)C)Sc1ccc(C)cc1
2	-28	3%	-11%	CC(=O)Nc1ccc(S(=O)(=O)Nc2nc3ccccc3nc2N2CCCCCC2)cc1
1	-13	7%	7%	CCOC(=O)c1cnn(-c2ncnc3sc(CC)cc23)c1N
u	u	-2%	-6%	O=C(CSc1nnc(NC(=O)CN2CCOCC2)s1)Nc1ccccc1
-3	u	1%	2%	CCOc1ccc(/C=N/n2cnnc2)cc1
x	u	x	1%	CCOC(=O)COc1ccc(/C=C2\NC(=S)N(CC)C2=O)cc1
5	-29	0%	-2%	Cc1cccc(C)c1NC(=O)C1CC(=O)N(C(C)C)C1 (stereo not drawn)
-3	28	-1%	2%	CCCNC(=O)Cc1cc(=O)[nH]c(=O)[nH]1
0	24	-3%	3%	O=C(c1ccc(Cl)cc1)c1cnc(-c2ccc(Cl)cc2)s1
x	66	x	2%	CN(c1ccc(OCC(=O)OCC(=O)Nc2ccc(Br)cc2)cc1)S(=O)(=O)c1cccs1
3	7	0%	-1%	Clc1ncc(CN2CCN(Cc3ccccc3)CC2)s1
3	x	15%	-4%	OC[C@@H]1O[C@@H](n2cnc3c(NC4CCCC4)ncnc32)[C@H](O)[C@H]1O
-10	0	6%	8%	CSCC[C@H](Nc1ncnc2sc(C)c(C)c12)C(=O)O
0	-2	-5%	-1%	CC1(C(=O)O)CCC(C(=O)Nc2ccc3ccccc3c2)C1(C)C (stereo not drawn)
x	u	x	-9%	CC(C(=O)NCC1CCCCC1)N1CCN(S(=O)(=O)/C=C/c2ccccc2)CC1 (stereo not drawn)
-2	16	x	1%	CCn1cc(C(=O)OCC(=O)c2cc(C)n(-c3cccc(C(F)(F)F)c3)c2C)c(=O)c2ccc(C)nc21
x	-95*	x	-1%	CCOC(=O)C1CCCN(C(=O)c2ccc(OC)c([N+](=O)[O-])c2)C1 (stereo not drawn)
6	31	-1%	2%	COC(=O)c1[nH]c2cccc(OC)c2c1NC(=O)CN1CCN(c2cccc(OC)c2)C(C)C1 (stereo not drawn)
-1	-3	0%	-7%	NC(=O)c1cnn2c1NC(c1ccc(F)cc1)CC2C(F)(F)F (stereo not drawn)
4	-5	-3%	3%	O=C(Cc1csc(N2CCOCC2)n1)N/N=C/c1cccc(O)c1
3	u	-3%	-21%	Cc1ccc2oc(=O)c3cnn(CC(=O)N(CCC(C)C)Cc4ccco4)c3c2c1

Copied from above (6 entries):
IMPase cell inh	PNC assembly inh	ALOX15B inhib	ALOX12 inhib	SMILES
x	66	x	2%	CN(c1ccc(OCC(=O)OCC(=O)Nc2ccc(Br)cc2)cc1)S(=O)(=O)c1cccs1
3	7	0%	-1%	Clc1ncc(CN2CCN(Cc3ccccc3)CC2)s1
3	x	15%	-4%	OC[C@@H]1O[C@@H](n2cnc3c(NC4CCCC4)ncnc32)[C@H](O)[C@H]1O
-10	0	6%	8%	CSCC[C@H](Nc1ncnc2sc(C)c(C)c12)C(=O)O
0	-2	-5%	-1%	CC1(C(=O)O)CCC(C(=O)Nc2ccc3ccccc3c2)C1(C)C (stereo not drawn)
x	u	x	-9%	CC(C(=O)NCC1CCCCC1)N1CCN(S(=O)(=O)/C=C/c2ccccc2)CC1 (stereo not drawn)

The listing picks up, starting 2 compounds before the break.
IMPase cell inh	PNC assembly inh	ALOX15B inhib	ALOX12 inhib	SMILES
4	-5	-3%	3%	O=C(Cc1csc(N2CCOCC2)n1)N/N=C/c1cccc(O)c1
3	u	-3%	-21%	Cc1ccc2oc(=O)c3cnn(CC(=O)N(CCC(C)C)Cc4ccco4)c3c2c1
-2	u	-14%	-3%	CC(C)c1nc(SCC(=O)N2CCN(c3ccccc3)CC2)c2c(=O)n(C)c(=O)n(C)c2n1
6	-12	4%	-6%	c1coc(CNCC2OCCc3ccccc32)c1 (stereo not drawn)
-5	5	-7%	-2%	COc1ccc(NC(C)=O)cc1NC(C)C(=O)Nc1ccc(F)c(F)c1F (stereo not drawn)
4	-25	-4%	3%	Cc1nc2nc(Cc3ccccc3)[nH]n2c(=O)c1Cl
x	u	x	-2%	COc1cc(NC(=O)CSc2nc3[nH]ncc3c(=O)n2-c2ccccc2C)cc(OC)c1OC
9	u	27%	-10%	CCn1c(=N)n(CC(=O)C23CC4CC(CC(C4)C2)C3)c2ccccc21
6	-19	18%	-2%	CCCOc1ccc(/C(O)=C2/C(=O)C(=O)N(CCCN3CCOCC3)C2c2ccncc2)cc1 (stereo not drawn)
1	1	-8%	-5%	Cc1cc(C)nc(NC(=O)c2cc3ccccc3o2)n1
12	2	u	-19%	CCC(=O)N(Cc1cc(=O)[nH]c2ccccc12)c1cccc(C)c1
-6	19	x	-8%	N#CC1=C(N)Oc2n[nH]c(-c3ccccc3)c2C1c1ccsc1 (stereo not drawn)
-4	-1	-5%	5%	CCCSc1nc2c(cnn2-c2ccc(Cl)cc2)c(=O)[nH]1
-1	-8	-7%	-5%	CCOC(=O)CSc1nc2sc3c(c2c(=O)n1CC)CC(C)(C)OC3
5	0	10%	-3%	COc1ccc(C(O)c2nc3ccccc3n2C)cc1OC (stereo not drawn)
0	-3	-7%	-6%	CCOC(=O)CSc1nnc(CNC(=O)Cc2ccccc2)n1C
0	u	3%	-3%	COc1ccc(COC(=O)C2=C(C)NC(=O)NC2c2ccc(O)c(OC)c2)cc1 (stereo not drawn)
x	x	31%[activator]	3%	CCCn1c(C)nc2c(NC(C)CCCN(CC)CC)nc(C)nc21 (stereo not drawn)
-7	-100*	x	-9%	CC(=O)c1c(C)nc(-c2ccc(Cl)cc2Cl)n1O
6	-8	5%[2.29 µM]	-4%	Cc1ccc(Cl)cc1N1CCN(CC(=O)Nc2ccc3[nH]c(=O)[nH]c3c2)CC1
5	-17	-5%	2%	Cc1c(C(=O)NCc2cccs2)oc2ccc(Br)cc12
10	37	4%	-6%	CCCCOC1(c2ccccc2)OC(=O)c2ccccc21 (stereo not drawn)
7	35	-9%	8%	CCn1c(/C=C/c2cccc([N+](=O)[O-])c2)nc2ccccc2c1=O
5	15	x	-3%	CCOc1cc(/C=N/NC(=O)COc2nc(C)cc(COC)c2C#N)ccc1O
5	28	7%	0%	COc1ccccc1C(=O)O/N=C(\N)c1ccc(Cl)cc1
-12[1.84 µM]	-91*	5%[11.4 µM]	2%	O=C(c1ccc(Cl)cc1)N1CCC(O)(CSc2ccccc2)CC1
13	5	-6%	-8%	c1cc2c3c(cccc3c1)C(N1CCCCCC1)=N2
-12	u	-2%	-2%	C=CCn1c(SCC(=O)OCc2ccccc2)nc2c1c(=O)n(C)c(=O)n2C
0	-7	-30%	-8%	C/C(=C1/SC(=S)N(CCC(=O)O)C1=O)c1ccc(O)cc1

This is a subset; count on the stated rates, not on these rows.
